GAA glycogen mod – alters human alpha-glucosidase cleavage of glycogen; recombinant GAA, glycogen substrate, Amplex Red glucose oxidase fluorescence; P10253; 300,000 tested, 0.38% active; Potency, µM (top dose mostly 76.4 µM), for the others: at the highest dose activity change, negative = inhibition, usual class: inhibitors;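 also: 0% = full enzyme reaction and -100% = no-enzyme basal signal; the screen sought inhibitors and activators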
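Recombinant human alpha-glucosidase (4 nM final) hydrolysed bovine liver glycogen (30 ug) for 40 min at 37 C in pH 5.0 citrate/phosphate with 0.01% Tween-20. Released glucose detected by glucose oxidase/Amplex Red, Ex 573/Em 610 nm. Compounds up to 77 uM; AC50 from Hill fits.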
GLA spleen mod – inhibits or activates alpha-galactosidase in human spleen homogenate; P06280; human spleen homogenate, 4MU-alpha-Gal fluorescence, 40 min; Potency, µM (top dose mostly 80 µM), for inactives: at the top dose activity change, negative = inhibition, most hits filed as inhibitors; 240,000 tested, 0.008% active;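 also: 0% = enzyme with vehicle and -100% = no enzyme basal signal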
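Fluorogenic readout (Ex 365/Em 440 nm) of 4-methylumbelliferone released from 1 mM 4-MU-alpha-galactoside by spleen homogenate, 40 min at 37C, pH 5.0. Data normalized to no-enzyme and enzyme controls; Hill-equation AC50 from compound titrations.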
aGlu spleen mod – lysosomal alpha-glucosidase (human) modulation | Potency, µM (highest dose often 79.9 µM), without a hit: at the top dose activity change, negative = inhibition, hits mostly inhibitors | 240,000 tested, 0.006% active | human spleen homogenate, 4-MU-alpha-glucoside fluorescence;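 also: 0% = enzyme with vehicle and -100% = no enzyme basal signal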
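Human spleen homogenate (1 ug) with 4-methylumbelliferyl-alpha-D-glucopyranoside (1 mM final) in 50 mM citrate/phosphate pH 5.0, 0.01% Tween-20; 40 min at 37 C. Stopped at pH 10; 4-MU fluorescence Ex 365/Em 440 nm; AC50 by Hill fit.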
ALDH1A1 inh – inhibitors of human aldehyde dehydrogenase 1A1 | 220,000 tested, 7.3% active | AID 1030 | Potency, µM (highest dose often 75.3 µM), without a hit: at the highest dose activity, negative = inhibition, usual class: inhibitors | Purified ALDH1A1, NADH fluorescence, propionaldehyde substrate; active = well fitted inhibition curve with a large enough effect, not every such curve was filed as active; inconclusive = small, poorly fitted or top-dose-only effect, or another doubt; inactive = no such curve, though single readings can be large or run the other way;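 also: plate controls were no enzyme wells and a reference inhibitor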
Target sequence (P00352 whole entry, looked up): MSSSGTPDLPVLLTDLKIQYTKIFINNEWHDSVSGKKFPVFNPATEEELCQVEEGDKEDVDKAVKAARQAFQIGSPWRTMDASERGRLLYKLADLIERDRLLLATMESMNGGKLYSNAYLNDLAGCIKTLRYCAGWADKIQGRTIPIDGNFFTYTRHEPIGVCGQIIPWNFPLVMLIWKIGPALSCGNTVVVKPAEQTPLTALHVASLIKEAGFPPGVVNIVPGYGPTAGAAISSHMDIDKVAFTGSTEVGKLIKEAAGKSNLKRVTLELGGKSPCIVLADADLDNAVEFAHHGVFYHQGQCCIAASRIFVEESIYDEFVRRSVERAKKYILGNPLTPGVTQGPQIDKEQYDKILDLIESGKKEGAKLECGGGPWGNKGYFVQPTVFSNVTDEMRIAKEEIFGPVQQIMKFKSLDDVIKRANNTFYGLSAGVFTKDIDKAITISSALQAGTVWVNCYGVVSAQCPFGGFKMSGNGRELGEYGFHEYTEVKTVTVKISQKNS
Tau fluor cs – counter-screen for tau fibril formation inhibitors. 280,000 tested, 0.93% active. Potency, µM (highest dose often 57.7 µM), inactives show at the top dose activity change, negative = decrease. AID 1463. tau K18 P301L (four-repeat tau fragment) Alexa594 fluorescence, heparin fibrillization; also: % is scaled to controls: 0 for no effect and ±100 for the full control effect; nearly all actives have a fitted effect of over 55% in size
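Human K18 P301L tau (15 uM unlabeled plus 0.24 uM Alexa 594-labeled, final) in 100 mM sodium acetate pH 7 was mixed with compound and 20 uM heparin and incubated 6 hr at 37 C.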
GAA inh – blocks human lysosomal alpha-glucosidase; P10253; 200,000 tested, 0.005% active; AID 1466; Potency, µM (top dose mostly 76.9 µM), without a hit: top-dose activity change, negative = inhibition, actives largely listed as inhibitors; purified human GAA, 4-MU-alpha-glucoside fluorescence;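 also: plate controls were uninhibited enzyme wells for no effect and no-enzyme background for full effect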
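Compounds are titrated up to 77 uM against 4 nM human enzyme. Substrate 4-methylumbelliferyl-alpha-D-pyranoside (400 uM) reacts 20 min at room temperature in pH 5.0 buffer; liberated 4-methylumbelliferone is read at 440 nm.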
NPSR antag – blocks cAMP signaling of the human neuropeptide S receptor. Q6W5P4. CHO-NPSR cells, cAMP TR-FRET, antagonist mode. Potency, µM (doses to about 38.3 µM), for the others: at the top dose activity change, negative = inhibition, most hits filed as inhibitors. 220,000 tested, 1% active; also: % is scaled to controls: 0 for no effect and ±100 for the full control effect; nearly all actives have a fitted effect of over 50% in size; many of its hits are not listed in these tables
Target sequence (Q6W5P4 whole entry, looked up): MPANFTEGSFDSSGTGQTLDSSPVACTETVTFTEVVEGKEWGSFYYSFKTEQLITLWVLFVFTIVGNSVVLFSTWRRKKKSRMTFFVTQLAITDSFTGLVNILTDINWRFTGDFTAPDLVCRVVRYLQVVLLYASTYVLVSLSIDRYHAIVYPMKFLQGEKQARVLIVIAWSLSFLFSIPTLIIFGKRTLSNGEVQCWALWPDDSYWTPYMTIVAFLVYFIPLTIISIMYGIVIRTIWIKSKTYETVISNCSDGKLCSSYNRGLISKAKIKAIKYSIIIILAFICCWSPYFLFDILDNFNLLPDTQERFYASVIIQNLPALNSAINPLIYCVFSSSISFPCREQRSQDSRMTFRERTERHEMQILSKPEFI
Epigenetic reg – derepresses silenced GFP reporter in murine cells | murine LDR cells, GFP reporter derepression, 30 h | 280,000 tested, 0.2% active | Potency, µM (doses to about 53.9 µM), inactives show top-dose GFP activation, usual class: activators; also: % of control where 0% means no effect; nearly all actives have a fitted effect of over 60% in size
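Murine LDR cells bearing a silenced CMV-driven GFP reporter were exposed to compound for 30 h at 37 C. After PBS washes, GFP-positive cells (20-120 um objects) counted by laser-scanning microplate cytometry.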
* marks the source's active call; other numbers are inactive results; ? = inconclusive; . = not tested or not shown; [ ] = another dose, or the depositor's remark. Unless noted, calls follow the shape of the dose curve; as a rule, active = well fitted curve in the direction sought with a large enough effect; inconclusive = small, poorly fitted or top-dose-only effect, or another doubt; inactive = no such curve, though single readings can be large; an effect the other way counts as inactive or inconclusive. Potency is read from the fitted curve at half-maximal effect. The list is partial. The share of hits here may be higher or lower than overall.

1. CCc1cccc2[nH]c3cc([N+](=O)[O-])ccc3c12
2. CC1(C)C([N+](=O)[O-])C(c2ccc(O)cc2)NC(c2ccc(O)cc2)C1[N+](=O)[O-] (stereo unspecified)
3. Cc1onc(-c2ccccc2Cl)c1C(=O)N(C)C1CCCCC1
4. Cc1cc(C(=O)Nc2ccc(C(=O)O)cc2)c(-c2ccccc2)o1
5. O=C(O)c1cccc(NS(=O)(=O)c2ccc(NC(=O)c3ccco3)cc2)c1
6. O=C1c2ccccc2C(O)(Cc2ccccc2)N1Cc1ccco1 (stereo unspecified)
assay / entry	1	2	3	4	5	6
GAA glycogen mod	-11%	4%	5%	-5%	-9%	-1%
GLA spleen mod	8%	-9%	0%	-2%	0%	-1%
aGlu spleen mod	-3%	0%	-4%	-2%	-1%	6%
ALDH1A1 inh	0%	?	?	-2%	0%	?
Tau fluor cs	-15%	-7%	2%	-5%	11%	-1%
GAA inh	-1%	-2%	-2%	-1%	-6%	2%
NPSR antag	8%	-14%	-13%[46.1 µM]	-24%[46.1 µM]	5%	8%
Epigenetic reg	-0.8%	-1.5%	-0.9%	-1.0%	-2.5%	-1.0%

7. Oc1ccc(/C=N/Nc2ncnc3c2ncn3Cc2ccccc2)cc1O
8. Oc1ccc2ccccc2c1/C=N/n1cnnc1
9. CCCN1Cc2cccc(C(=O)N3CCN(c4ccc(OC)cc4)CC3)c2C1=O
10. CCc1ccc(C(=O)NCc2ccc(Cl)cc2)cc1
11. CCc1nnc(NC(=O)CSc2nnc3c(n2)[nH]c2ccccc23)s1
12. Cc1ccc(/C=C/C(=O)OCn2nnc3ccccc3c2=O)o1
assay / entry	7	8	9	10	11	12
GAA glycogen mod	4%	0%	-3%	19%	6%	3%
GLA spleen mod	-8%	1%	-1%	2%	1%	2%
aGlu spleen mod	-27%	1%	2%	3%	8%	-3%
ALDH1A1 inh	?	3%	-12%	13%	3%	.
Tau fluor cs	?	-13%	-5%	-5%	8%	-10%
GAA inh	-5%	3%	1%	-1%	-7%	.
NPSR antag	-3%	2%	-7%	10%	-6%	-2%
Epigenetic reg	-1.0%	-1.0%	-1.3%	0.0%	-4.8%	1.7%

Ordered by the number under ALDH1A1 inh (ascending): some entries from above
nr | SMILES | ALDH1A1 inh
9 | CCCN1Cc2cccc(C(=O)N3CCN(c4ccc(OC)cc4)CC3)c2C1=O | -12%
8 | Oc1ccc2ccccc2c1/C=N/n1cnnc1 | 3%
10 | CCc1ccc(C(=O)NCc2ccc(Cl)cc2)cc1 | 13%

(more compounds)
13. CS(=O)(=O)c1nsc2nc(=O)c(/C=C3\C=Nc4ccccc43)c(N)n12
14. O=[N+]([O-])c1ccc(N2CCCCCC2)c(S(=O)(=O)N2CCCCC2)c1
15. CCOc1ccc(C(=O)Nc2ccncc2)cc1
16. Cc1nn(CC(=O)NCc2cccnc2)c(=O)c2ccccc12
17. O=C(COC(=O)/C=C/c1ccc(S(=O)(=O)N2CCOCC2)cc1)NC1CCCCCCC1
18. COC(=O)c1cc(C(=O)Nc2nnc(C3CC3)s2)cc([N+](=O)[O-])c1
assay / entry	13	14	15	16	17	18
GAA glycogen mod	0%	6%	-2%	5%	4%	-2%
GLA spleen mod	0%	-4%	-11%	3%	0%	2%
aGlu spleen mod	-2%	-3%	0%	-8%	-1%	3%
ALDH1A1 inh	-5%	25µM*	-12%	-2%	-6%	-9%
Tau fluor cs	-20%	-24%	-14%	-3%	-17%	-1%
GAA inh	3%	-4%	1%	-9%	-2%	4%
NPSR antag	-5%	?	-16%[46.1 µM]	1%[46.1 µM]	-4%	-14%
Epigenetic reg	-0.1%	-1.2%	-0.7%	0.0%	0.0%	0.0%

19. O=C(Cc1ccc(Cl)cc1)Nc1ccc(CN2CCCCC2)cc1
20. Cc1cc(C(=O)N/N=C/c2c[nH]c3ccccc23)cs1
21. Cn1c(=O)n(CC(=O)NC2CCCCC2)c(=O)c2ccccc21
22. O=S(=O)(c1ccc(N2CC=C(c3ccccc3)CC2)nc1)N1CCCC1
23. CCN(CC(=O)Nc1ccccc1C(=O)OC)S(=O)(=O)c1ccc(OC)cc1
24. COc1ccccc1N1CCN(C(=O)C2CCN(S(=O)(=O)c3ccccc3)CC2)CC1
assay / entry	19	20	21	22	23	24
GAA glycogen mod	-1%	4%	-8%	4%	-3%	-12%
GLA spleen mod	2%	-1%	14%	-2%	-14%	-1%
aGlu spleen mod	6%	-2%	7%	-3%	-25%	0%
ALDH1A1 inh	.	?	?	?	1%	4%
Tau fluor cs	-7%	?	11%	2%	-10%	-11%
GAA inh	.	5%	-1%	7%	-5%	4%
NPSR antag	-1%[7.67 µM]	-7%	0%[46.1 µM]	?	-18%[46.1 µM]	-9%[46.1 µM]
Epigenetic reg	-0.3%	0.4%	6.5%	0.0%	-1.1%	-0.9%

3 of these compounds, set out differently.
entry | compound | GAA glycogen mod | GLA spleen mod | aGlu spleen mod | ALDH1A1 inh | Tau fluor cs | GAA inh | NPSR antag | Epigenetic reg
21 | Cn1c(=O)n(CC(=O)NC2CCCCC2)c(=O)c2ccccc21 | -8% | 14% | 7% | ? | 11% | -1% | 0%[46.1 µM] | 6.5%
22 | O=S(=O)(c1ccc(N2CC=C(c3ccccc3)CC2)nc1)N1CCCC1 | 4% | -2% | -3% | ? | 2% | 7% | ? | 0.0%
23 | CCN(CC(=O)Nc1ccccc1C(=O)OC)S(=O)(=O)c1ccc(OC)cc1 | -3% | -14% | -25% | 1% | -10% | -5% | -18%[46.1 µM] | -1.1%

The listing continues.
25. CCCS(=O)(=O)N1CCCC(C(=O)NCc2cccnc2)C1 (stereo unspecified)
26. CN1c2ccccc2C(=O)/C(=C\Nc2ccc(F)cc2)S1(=O)=O
27. O=C(NC1CCSC1=O)c1ccc(Cl)cc1 (stereo unspecified)
28. CCCCNC(=O)Cc1ccc(Br)cc1
29. Clc1ccc(-c2cn3cccnc3n2)cc1Cl
30. NC(=O)CC(NC(=O)c1ccccc1)c1ccc(N2CCC(Br)CC2)c([N+](=O)[O-])c1 (stereo unspecified)
assay / entry	25	26	27	28	29	30
GAA glycogen mod	8%	4%	-9%	-3%	2%	-7%
GLA spleen mod	0%	-1%	-4%	-4%	-8%	0%
aGlu spleen mod	-3%	-7%	-6%	-4%	10%	-4%
ALDH1A1 inh	-5%	.	9%	2%	?	.
Tau fluor cs	4%	-21%	-6%	-5%	-21%	-19%
GAA inh	4%	.	6%	13%	-5%	.
NPSR antag	1%[46.1 µM]	3%	-8%[46.1 µM]	0%	5%[46.1 µM]	-3%
Epigenetic reg	-1.2%	1.1%	-6.4%	-4.3%	-1.0%	3.0%

31. Cc1nc2c(-c3ccc(F)cc3)c(C)nn2c(C)c1CCC(=O)NC(C)CCc1ccco1 (stereo unspecified)
32. COc1ccc(CNC(=O)C2CC(=O)N(c3ccc(OCC(=O)N4CCCCC4)cc3)C2)cc1 (stereo unspecified)
33. O=C(Cn1cc2c(n1)CCCCC2)N1CCc2ccccc2C1
34. O=C(C1CCCN(Cc2ccccc2Br)C1)N1CCCCC1 (stereo unspecified)
35. O=C(Nc1cccc(C(=O)O)c1)/C(=C\c1ccc2c(c1)OCO2)NC(=O)c1ccc(Br)o1
36. O=C1c2ccccc2NC(c2ccncc2)N1c1ccccn1 (stereo unspecified)
assay / entry	31	32	33	34	35	36
GAA glycogen mod	1%	-2%	2%	9%	0%	6%
GLA spleen mod	-24%	6%	4%	-2%	2%	5%
aGlu spleen mod	?	1%	-4%	0%	-8%	-2%
ALDH1A1 inh	?	?	?	-16%	-7%	?
Tau fluor cs	-6%	4%	-2%	-5%	-5%	-1%
GAA inh	-7%	-6%	5%	0%	-3%	?
NPSR antag	-14%[46.1 µM]	7%[46.1 µM]	-5%[46.1 µM]	-5%[46.1 µM]	5%	-1%[46.1 µM]
Epigenetic reg	0.0%	-1.9%	-0.8%	-0.2%	1.8%	-1.1%

37. CC(=O)N=c1sc2ccccc2n1C
38. CC(C)C(NS(=O)(=O)c1ccc(Br)s1)C(=O)O (stereo unspecified)
39. Cc1ccc(SC[C@H](CC(C)C)N2CCN(C)CCC2=O)cc1
40. O=c1cc(-c2ccccc2Cl)c2c([nH]1)CCC2
41. O=C1CC(c2ccccc2)CC(O)=C1C=NCc1ccco1 (stereo unspecified)
42. COc1ccc(N(C(=O)COc2ccccc2)C2C=CS(=O)(=O)C2)cc1 (stereo unspecified)
assay / entry	37	38	39	40	41	42
GAA glycogen mod	6%	-15%	3%	1%	-1%	0%
GLA spleen mod	1%	9%	-7%	-2%	10%	-3%
aGlu spleen mod	1%	10%	3%	-3%	-1%	-7%
ALDH1A1 inh	0%	9%	.	?	?	-3%
Tau fluor cs	3%	1%	-12%	8%	12%	5%
GAA inh	-10%	-1%	.	-5%	-9%	0%
NPSR antag	-2%[46.1 µM]	2%[46.1 µM]	3%	5%[46.1 µM]	-15%[46.1 µM]	1%[46.1 µM]
Epigenetic reg	-0.4%	0.0%	-4.7%	-1.0%	0.9%	0.0%

43. Cc1ccccc1C(=O)NC1CCN(Cc2nnnn2Cc2ccccc2)CC1
44. CN1CC2(C(=O)c3ccccc3)CN(C)CC(C(=O)c3ccccc3)(C1)C2
45. Cc1ccc(-c2cc3cccc[n+]3cc2-c2ccc(C)cc2)cc1
46. CCOc1ccc(Cl)cc1S(=O)(=O)NCc1ccccn1
47. Cc1cc(C)n(CCOc2ccc(Cl)cc2Cl)n1
48. O=C(O)c1c(Cl)c(Cl)c(Cl)c(Cl)c1C(=O)N1CCOCC1
49. N/C(=N\OC(=O)c1ccc(OCC(F)(F)F)nc1)c1ccc(Cl)cc1
50. O=C(/C=N\O)NCCCNCc1ccccc1
51. N#Cc1nc(COc2ccc(F)cc2)oc1NCCN1CCOCC1
assay / entry	43	44	45	46	47	48	49	50	51
GAA glycogen mod	5%	11%	-5%	-6%	-8%	2%	6%	-15%	-4%
GLA spleen mod	-11%	-4%	5%	-4%	-5%	9%	-1%	15%	10%
aGlu spleen mod	-4%	-12%	-11%	-1%	-8%	1%	-4%	18%	-2%
ALDH1A1 inh	?	2%	?	12%	-2%	2%	.	22µM*	?
Tau fluor cs	10%	0%	-21%	5%	-4%	8%	-11%	5%	-8%
GAA inh	-10%	-16%	2%	-1%	-9%	0%	.	-3%	0%
NPSR antag	-13%[46.1 µM]	5%[46.1 µM]	-1%	3%	4%[46.1 µM]	-3%[46.1 µM]	-11%	-7%[46.1 µM]	-2%[46.1 µM]
Epigenetic reg	0.9%	-1.0%	-1.0%	1.0%	-0.2%	-1.1%	-3.9%	-2.7%	-3.0%
